High-throughput results as filed in PubChem BioAssay.
HIV RNase H inh = blocks HIV-1 RNase H cleavage of RNA/DNA duplex; P04585; RT-RNase H RNA/DNA duplex cleavage, fluorescence; inhibition, % at 10 µM; hit rate 1.9% among 65,000; in the data active = inhibition above about 50%
RmlCD inh mix = mixture blocks RmlC and RmlD coupled enzyme activity; RmlC/RmlD coupled enzyme inhibition, 384-well mixture HTS; AID 1532; hit rate 0.39% among 110,000; inhibition, % at 5.5 µM; in the data active = inhibition above about 30%, passing the limit was not always enough; also: strong numbers were not always called active
An asterisk follows results filed as active; / = not tested or not shown. A portion of the library; rates above refer to the full screens.

SMILES	HIV RNase H inh	RmlCD inh mix
CC(C(=O)O)n1nc2ccccc2n1 (centres undefined)	-23.6	12.0
CN(C(=O)C1CCN(S(=O)(=O)c2cccs2)CC1)C1CCCCC1	0.7	-9.4
CN1CCN(C(=O)c2cc3sccc3n2CC(=O)c2ccccc2)CC1	-9.4	-6.4
CCn1c(CSc2nc3ccccc3[nH]2)nc2cc(C(=O)O)ccc21	/	-8.3
Nc1nc(SCC(=O)N2N=C3/C(=C/c4ccco4)CCCC3C2c2ccco2)n[nH]1 (centres undefined)	/	-14.9
CC(C)Cc1[nH]c(=O)c(C#N)c2c1COC(C)(C)C2	-2.1	-7.3
CCOC(=O)CSc1nnc(-c2ccccc2)o1	/	-8.9
CCN(C(C)=O)c1nnc(CSc2nc3ccccc3s2)s1	-62.9	9.1
O=C(O)c1cc(-c2ccccc2)nc2ccccc12	-6.6	3.6
Fc1ccc(C(c2nnnn2Cc2cccs2)N2CCN(C3CCCC3)CC2)cc1 (centres undefined)	-0.3	2.5
O=C(CN(Cc1ccco1)S(=O)(=O)c1ccccc1)N/N=C/c1cccc(O)c1	/	-10.2
COc1ccc(CCNC(=O)c2cc(-c3ccccc3O)n[nH]2)cc1OC	3.5	14.1
CC(C)(C)c1ccc(NC(=O)COc2ccc(-n3ccnc3)cc2)cc1	/	-29.6
O=C(Nc1ccc(OC(F)F)cc1)Nc1cccc(C(F)(F)F)c1	/	-4.8
CCOC(=O)Cc1[nH]nc2c1C(c1cccc(OC)c1OC)C(C#N)=C(N)O2 (centres undefined)	-6.4	/
Cc1ccc(S(=O)(=O)N(C)CCCC(=O)N2CCOCC2)cc1	-1.4	-10.8
CCOc1ccc(NC(=O)CSc2nnc(C(C)C)n2CC)cc1	/	-5.6
O=C(CSc1nnc(-c2ccncc2)n1CC1CCCO1)Nc1cccc(O)c1 (centres undefined)	/	-10.2
OC1CNCc2cc3c(cc21)OCCO3 (centres undefined)	1.3	-3.9
COC(=O)c1cc(=O)n2c(-c3ccccc3)csc2n1	-6.6	/
CN(C)c1ccc(-c2noc(C3CCN(S(=O)(=O)c4ccc(C(=O)O)cc4)CC3)n2)cc1	-1.6	6.6
CCC(C)(C(=O)NC1CCCCC1)N(Cc1cccs1)C(=O)Cc1cccs1 (centres undefined)	/	-6.3
COc1ccc(OC)c(C(c2nnnn2CCc2ccccc2)N2CCC(C(N)=O)CC2)c1 (centres undefined)	7.0	3.4
CCS(=O)(=O)N1CCCC(C(=O)NC2CCCCC2C)C1 (centres undefined)	-38.8	-6.9

Whole records, looked up by structure. Values in the order: HIV RNase H inh	RmlCD inh mix
OC1CNCc2cc3c(cc21)OCCO3 (centres undefined) across the screens: 1.3	-3.9
CN(C)c1ccc(-c2noc(C3CCN(S(=O)(=O)c4ccc(C(=O)O)cc4)CC3)n2)cc1 across the screens: -1.6	6.6
CCS(=O)(=O)N1CCCC(C(=O)NC2CCCCC2C)C1 (centres undefined) across the screens: -38.8	-6.9

Continued:
SMILES	HIV RNase H inh	RmlCD inh mix
C(=N\N1CCN(Cc2cccc3ccccc23)CC1)/c1ccco1	/	6.7
O=C(NCC1CCCO1)C(C(=O)c1ccccc1)n1ccccc1=O (centres undefined)	-9.3	-11.3
COc1ccccc1CNC(=O)C1CCN(S(=O)(=O)N2CC(C)CC(C)C2)CC1 (centres undefined)	-9.1	9.5
Cc1cc(C)c(S(=O)(=O)NCCn2c(C)cc3ccccc32)c(C)c1	/	6.8
COc1ccc(OC)c(NC2c3ccccc3C(=O)N2c2cccnc2)c1 (centres undefined)	-7.3	-2.2
C#CCOC(=O)Nc1ccc(=O)n(Cc2c(Cl)cccc2Cl)c1	/	-1.4
COc1cc(CN2CCC(C(=O)NC3CCCC3)CC2)ccc1O	8.3	-14.5
O=C(Cn1c(=O)oc2cc(S(=O)(=O)N3CCCC3)ccc21)N1CCc2ccccc2C1	/	-7.2
O=C(N/N=C/c1ccco1)/C(=C/c1cccc([N+](=O)[O-])c1)NC(=O)c1ccccc1	/	7.1
COC(=O)C1(CO)NC(c2cccs2)C2C(=O)N(c3ccccc3)C(=O)C21 (centres undefined)	-15.5	7.0
CC(C)C(=O)Nc1ccccc1N1CCN(C(=O)c2ccccc2)CC1	5.7	-11.5
CC1(CCc2ccc(O)cc2)NC(=O)NC1=O (centres undefined)	/	7.8
COc1ccc(NC(=O)c2cccs2)cc1OC	2.0	10.9
COc1cc(-c2ccc(NC(=O)CN3CCCCC3)c(OC)c2)ccc1NC(=O)CN1CCCCC1	-2.3	/
Cc1ccc(C)c(OCC(=O)N/N=C/c2ccsc2)c1	/	-2.2
COC(=O)c1ccc(C(=O)Nc2ccc(N)cc2N)cc1	-3.8	5.0
Cc1ccc(NC(=O)CCC(=O)n2nc(C)cc2C)c(C)c1	/	-4.0
O=C(NC1CCS(=O)(=O)C1)Oc1ccccc1 (centres undefined)	/	70.7
COC(=O)c1ccc2c(c1)S(=O)(=O)NC(=NCCCN1CCOCC1)S2	2.5	/
CCCN1CCC(N2CCN(c3ccccc3OC)CC2)CC1	-13.4	/
Cc1ncc(CO)c2cc(S(=O)(=O)c3ccc(F)cc3)c(=O)oc12	-14.8	-9.3
N#CC1=C(N)N(c2ccccc2)C2=C(C(=O)CCC2)C1c1cccs1 (centres undefined)	34.8	6.2
Cc1ncc([N+](=O)[O-])n1CCOC(=O)c1ccc(Cl)cc1Cl	/	-11.1
CC(C)Cc1cc(C(=O)Nc2ccc3c(c2)OCO3)no1	-1.7	-13.4
COc1ccc(-c2cccc(C3CC=CC4C3C(=O)N(Cc3ccccc3)C4c3ccc(OC)c(Cl)c3)c2)cc1 (centres undefined)	/	2.0
O=[N+]([O-])c1cnccc1Nc1cccc(F)c1	/	-3.1
COc1ccccc1N1CCN(S(=O)(=O)c2ccccc2)CC1	-9.6	30.6
CCN(CC)c1c([N+](=O)[O-])ncn1C	/	4.0
COc1cc2c(cc1OC)C(C)N(C(=O)CCN1C(=O)C3C4C=CC(C4)C3C1=O)CC2 (centres undefined)	-4.0	0.5
COc1ccccc1C1NC(=O)CS1 (centres undefined)	3.3	0.2
CC12CCC(C(=O)NCCCN3CCOCC3)(OC1=O)C2(C)C (centres undefined)	-15.3	10.8
CCOC(=O)N1CCC(N2CC34C=CC(O3)C(C(=O)Nc3ccc(F)cc3)C4C2=O)CC1 (centres undefined)	-8.0	-6.4
N#C/C(=C/c1ccc(OCc2ccccc2)cc1)C(=O)NC1CCCCC1	/	-25.9
Clc1cc(Br)ccc1OCCOCCOc1cccc2cccnc12	/	15.4
O=c1[nH]c(=O)n(Cc2ccccc2)c(O)c1C=NCCN1CCOCC1	-0.5	-54.9
COCCNc1nc(-n2nc(C)cc2C)nc2sc3c(c12)CCCC3	4.0	/
Nc1nncn1C(=O)CCCOc1ccc(Cl)cc1Cl	-53.3	-11.2
CN(C)CCOc1ccccc1-c1ccccc1	/	36.9
O=c1cc(-c2ccccc2Cl)oc2cc(O)cc(O)c12	/	7.1
CCN(CC)S(=O)(=O)c1ccc(NS(=O)(=O)c2ccc(F)cc2)cc1	/	-48.2
C[C@@H]1CC[C@]2(O[C@@H](CCO)C[C@H](O)[C@H]2O)O1	/	-20.2
Cc1nn(-c2ccc(Cl)c(Cl)c2)c(=O)c2ccccc12	/	17.9
O=C(CSc1nnc(Cn2nnc3ccccc32)o1)N(Cc1ccc(F)cc1)c1ccccc1	5.0	-3.6
O=C(CCN1C(=O)C2C3C=CC(C3)C2C1=O)Nc1ccccc1F (centres undefined)	-5.7	6.4
COc1cccc(-n2nnc3c(=O)n(Cc4ccccc4F)cnc32)c1	-27.0	11.1
O=C(Cn1nnc(-c2ccccc2-n2cnnn2)n1)N1CCCCC1	2.1	-10.0
O=C(CN1CCc2ccccc2C1)N1CCN(S(=O)(=O)c2ccccc2)CC1	-5.5	-3.6
Cc1csc(NC(=O)NC2(C(F)(F)F)Oc3ccccc3O2)n1	74.1*	-9.3
Cc1cc(NS(=O)(=O)c2ccc(NC(=O)COc3ccccc3C(C)C)cc2)no1	-22.1	10.3
NC(=O)[C@H]1CC2(CC(c3cccc(NC(=O)[C@H]4CCC(=O)N4)c3)=NO2)CN1C(=O)c1ccccc1 (some centres undefined)	/	-29.4
COc1cc(OC)cc(OCC(O)Cn2ccnc2)c1 (centres undefined)	-13.5	-8.4
Cc1ccsc1C(=O)OCC(=O)N1CC(=O)Nc2ccccc21	-30.4	-10.5
CCN1C(=O)N[C@@H](c2cccc(C(F)(F)F)c2)[C@H](C(=O)OC)[C@H]1C	/	0.4
COc1ccc(CCNC(=O)CSc2ccc(-c3ccccc3)nn2)cc1OC	/	7.2
COCc1nnc(N)s1	-0.6	/
O=C(Nc1ccc(Cl)c(C(F)(F)F)c1)c1ccco1	-3.9	3.9
O=C(NCCc1nc2ccccc2[nH]1)c1ccco1	-11.2	35.8
Cc1c(C(=O)NCCSCc2ccccc2Cl)cccc1[N+](=O)[O-]	/	0.8
Cc1oc(C(C)(C)C)cc1C(=O)Nc1cccc(/C=C/C(=O)O)c1	/	-10.8
CCC(=O)NCC(c1cccs1)N1CCOCC1 (centres undefined)	-8.5	-75.6

Other results follow:
SMILES	HIV RNase H inh	RmlCD inh mix
COc1ccc(OC)c(S(=O)(=O)N2CCC(C(=O)NCCc3ccc(OC)c(OC)c3)CC2)c1	1.9	6.2
CCOc1ccc(C2C(C(=O)c3ccc(C)o3)=C(O)C(=O)N2CCN2CCOCC2)cc1OC (centres undefined)	7.5	10.9
O=C1CC(/C=C/c2ccco2)=Nc2ccccc2N1	-5.0	4.7
COCCCNC(=O)C1CC(=O)N(CCc2ccc(OC)c(OC)c2)C1 (centres undefined)	-8.6	-1.6
CCOc1ccc(C(=O)C2CCN(C(=O)c3ccccc3C(=O)O)CC2)cc1	-15.1	6.9
Cc1cc(C)n(C(=O)COc2ccc(Cl)cc2Cl)n1	/	-23.6
COC(=O)c1ccc(NC(=S)NCCc2cccc(C)c2)cc1	/	1.3
Cc1ccc(NC(=O)C2CC(=O)NC(Nc3cccc(C)c3)=N2)cc1 (centres undefined)	-5.8	4.2
CCN1CCN(S(=O)(=O)c2ccc(S(=O)(=O)NCC3CCCO3)cc2)CC1 (centres undefined)	0.9	7.6
Cc1ccccc1NC(=O)c1ccc(C)c(S(=O)(=O)Nc2ccccn2)c1	/	9.0
C=CCn1c(=O)c(C=Nc2cccc([N+](=O)[O-])c2)c(O)n(CCCC)c1=O	/	0.0
CCOc1ccc(-c2nnc(-c3ccncc3)o2)cc1	1.5	-15.2

Of the compounds above, 4 have a cyano group:
SMILES	HIV RNase H inh	RmlCD inh mix
CC(C)Cc1[nH]c(=O)c(C#N)c2c1COC(C)(C)C2	-2.1	-7.3
CCOC(=O)Cc1[nH]nc2c1C(c1cccc(OC)c1OC)C(C#N)=C(N)O2 (centres undefined)	-6.4	/
N#CC1=C(N)N(c2ccccc2)C2=C(C(=O)CCC2)C1c1cccs1 (centres undefined)	34.8	6.2
N#C/C(=C/c1ccc(OCc2ccccc2)cc1)C(=O)NC1CCCCC1	/	-25.9

(continued)
SMILES	HIV RNase H inh	RmlCD inh mix
CC(C)(C)OC(=O)N1CCC(c2c(C(=O)O)cnn2-c2ccc(Cl)cc2)CC1	-18.8	-27.3
CCCSc1nnc(-c2ccccc2N)c(=O)[nH]1	-9.9	-1.8
O=C(O)C1C2C=CC(C2)C1C(=O)NCCc1cccc(Cl)c1 (centres undefined)	-0.2	4.1
CCCCCC(=O)Nc1cccc(C2=NOC3(C2)C[C@@H](C(N)=O)N(C(=O)c2cc([N+](=O)[O-])cc([N+](=O)[O-])c2C)C3)c1 (some centres undefined)	/	-10.2
Cc1ccc(C)c(N(CC(=O)NCc2ccco2)C(=O)CCC(=O)Nc2ccccn2)c1	-0.7	-8.5
COc1ccc2[nH]c(=O)c(CN(Cc3nnnn3Cc3ccc(F)cc3)CC3CCCO3)cc2c1 (centres undefined)	3.1	-0.8
C=C(C)c1cccc(C(C)(C)NC(=O)N2CCN(C/C=C/c3ccccc3)CC2)c1	/	-5.0
COc1ccc(C[C@H]2CN3C(=NC[C@H]3C)N2CCNC(=O)CCC2CCCCC2)cc1	/	6.0
O=c1ccc(Oc2nc(N3CCOCC3)nc(N3CCOCC3)n2)nn1-c1ccccc1	/	14.3
O=S(=O)(c1ccccc1)c1nc(-c2ccco2)oc1NCc1cccnc1	1.3	-13.5
CCCCc1nn(-c2cc(Cl)ccc2OC)c2c1C(=O)CCC2	/	-11.4
COC(=O)c1ccc(NCCc2csc(-c3ccc(C)cc3)n2)c([N+](=O)[O-])c1	/	2.2
Cc1ccccc1-n1c(C)n[nH]c1=S	/	-12.1
Cc1ccc(-n2c(SCC(N)=O)nnc2-c2cccnc2)c(C)c1	-10.3	3.2
COc1cccc(-n2c(Cc3cc(=O)[nH]c(=O)[nH]3)nnc2SCC(=O)N2CCCCC2)c1	-12.5	-8.0
CCOC(=O)C1=C(C)N=C2SC(C)C(=O)N2C1c1ccc(OCC)c(OCC)c1 (centres undefined)	-4.0	3.0
CN(C)/C=C(\C#N)C(=O)Nc1ccc(F)cc1	/	18.6
O=C1CC2CS(=O)(=O)CC2N1c1ccc(Oc2ccccc2)cc1 (centres undefined)	-1.3	0.1
Cc1cc(C)n(-c2nc3ccccc3nc2N2CCN(C(=O)c3ccc(Cl)cc3)CC2)n1	-7.3	-2.6
COc1ccc(-n2sc3c(c2=S)-c2cc(OC)ccc2NC3(C)C)cc1	/	-10.1
C#CCOC(=O)C(NC(=O)c1ccccc1)=C(C)C	/	-7.2
COc1ccc2cc(C(=O)N3CCCCCC3)sc(=O)c2c1OC	-7.0	9.7
COC(=O)COc1ccc(S(=O)(=O)NCc2cccnc2)cc1C	-3.6	2.9
COc1cccc(-n2nc3c(-n4ncc(C#N)c4N)nnc(C)c3c2C)c1	/	1.5
O=C(NC1(C(F)(F)F)C(=O)Nc2c1c(=O)[nH]c(=O)n2Cc1ccco1)C1CC1 (centres undefined)	-0.9	-9.0
C/C(N)=C(/C#N)C(=O)CSc1nnc(SCc2ccc(Cl)cc2)s1	-41.9	5.7
COC(=O)C(CCSC)NC(=O)CNC(=O)C1CCCCC1 (centres undefined)	-8.8	2.3
